High-throughput results: PubChem BioAssay, Sanford-Burnham Center for Chemical Genomics
ER stress surv: ER stress cell death inhibition | AID 1010 | 48,000 compounds, 0.33% hits | relative survival (cellular ATP), % at 15 µg/mL (by protocol) | CSM14.1 thapsigargin ER stress survival, ATP luminescence;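 active = survival measured by cellular ATP above 50% at 15 µg/ml in the first screen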;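 also: cell death triggered by about 15 µM thapsigargin; ATP read 24 h after thapsigargin was added; plate controls were thapsigargin with DMSO for no effect and DMSO without thapsigargin for full effect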
Starred values were filed as active, the others as inactive.

SMILES	ER stress surv
COc1cc(C(=O)NC(NC(=S)Nc2ccccc2C)C(Cl)(Cl)Cl)cc(OC)c1OC (stereo unspecified)	4.7
O=C1C(=O)N(c2cccnc2)C(c2cccc([N+](=O)[O-])c2)/C1=C(\O)c1ccc(Cl)cc1 (stereo unspecified)	8.5
O=C(c1ccc(F)cc1)N(C1CCCCC1)C1CCCCC1	6.5
COc1ccc(CNC(=O)CCc2ccccc2)cc1	3.5
COc1ccc(COC(=O)NNC(=O)c2ccc(Cl)cc2)cc1	-6.4
O=C1C(Cl)=C(NC(=O)c2ccccc2)C(=O)C(Cl)=C1NC(=O)c1ccccc1	-7.1
COc1ccc2c(c1)C(C)CC(C)(C)N2C(=O)NC1CCCCC1 (stereo unspecified)	-3.3
Cc1ccc(N2C(=O)CC(N3CCN(c4ccccn4)CC3)C2=O)cc1 (stereo unspecified)	-0.4
O=C(/C=C(\O)c1ccc2c(c1)OCO2)C(F)(F)F	-0.8
CCOC(=O)CC(=O)Nc1ccc(C(=O)OC)cc1	12.0
O=C(COC(=O)c1cc2ccccc2s1)Nc1cccc2ccccc12	1.3
O=[N+]([O-])c1cccc(S(=O)(=O)Nc2ccc(OCc3ccccc3)cc2)c1	3.3
Clc1ccccc1-c1nc2ccccc2c2nc3ccccc3n12	-0.7
O=C(CCc1ccccc1)NC1C2CC3CC(C2)CC1C3 (stereo unspecified)	9.1
O=S(=O)([O-])C/C(=C\c1ccc(Cl)cc1)c1cc[n+](CCO)cc1	9.2
Cc1cc(=O)n2cc(Br)ccc2n1	9.1
O=C1NC2=Nc3ccccc3NC(c3ccccc3)=C2C(c2ccc(OC(F)F)cc2)N1 (stereo unspecified)	2.6
O=C(O)CC1S/C(=N/N=C/c2ccco2)NC1=O (stereo unspecified)	7.4
CCN(CC)c1ccc(/C=C2\C(=O)NC(=S)N(c3ccc(Cl)cc3)C2=O)o1	0.1
C=CCNC(=O)C(NC(=O)c1ccccc1)=C1CCCCC1	4.1
COc1ccc(C)cc1NC(=O)/C=C/c1ccccc1	11.7
O=C(c1ccccc1F)N1CCN(Cc2ccco2)CC1	2.7
Cc1onc(-c2ccccc2Cl)c1C(=O)NCCNc1ccc([N+](=O)[O-])cc1Cl	5.7
Cc1cccc(-c2nc3cc(NC(=O)c4ccc(Br)o4)ccc3o2)c1	-1.6
CCCOc1ccccc1C1C(C(=O)OCC)=C(C)NC2=C1C(=O)CC(c1ccc(Cl)cc1)C2 (stereo unspecified)	12.4
C=CCN1C(=O)/C(=C/c2ccc(OC(=O)c3ccccc3I)c(OC)c2)SC1=S	2.9
O=C(/C=C/c1cccc2ccccc12)c1ccc(NC(=O)c2cccs2)cc1	2.3
CC(Oc1ccc(Cl)cc1Cl)C(=O)NC12CC3CC(CC(C3)C1)C2 (stereo unspecified)	3.5
Cc1cc(C)nc(/N=C(/N)Nc2ccc(-c3ccccc3)cc2)n1	-3.6
COc1ccc(Cl)cc1NC(=O)C1=C(C)NC(=O)NC1c1ccccc1Cl (stereo unspecified)	10.0
COc1ccc(CNS(=O)(=O)c2ccc(Br)cc2)cc1	7.4
O=C1NC(=Nc2ccccc2)S/C1=C/c1ccc(O)cc1	-5.4
CCOC(=O)c1c(-c2cc(C)ccc2C)csc1N	-0.1
CCc1ccccc1NC(=O)c1cncc(Br)c1	-1.9
O=C(Nc1ccc(-c2cn3ccccc3n2)cc1)c1ccccc1Cl	8.9
O=C(Nc1cccnc1)c1cccc(Cl)c1Cl	1.5
C=CCSc1nc2ccccc2n1CC(=C)Br	6.1
O=C(NCc1cccs1)c1cnn2c1NC(c1ccc(Br)cc1)CC2C(F)(F)F (stereo unspecified)	-4.2
CN(C)C(=O)c1ccc(Br)cc1	8.5
CC(=O)N/C(=N\c1nc(C)cc(C)n1)Nc1ccc(Cl)cc1Cl	3.1

Of the compounds above, 5 have fluorine.
SMILES	ER stress surv
O=C(c1ccc(F)cc1)N(C1CCCCC1)C1CCCCC1	6.5
O=C(/C=C(\O)c1ccc2c(c1)OCO2)C(F)(F)F	-0.8
O=C1NC2=Nc3ccccc3NC(c3ccccc3)=C2C(c2ccc(OC(F)F)cc2)N1 (stereo unspecified)	2.6
O=C(c1ccccc1F)N1CCN(Cc2ccco2)CC1	2.7
O=C(NCc1cccs1)c1cnn2c1NC(c1ccc(Br)cc1)CC2C(F)(F)F (stereo unspecified)	-4.2

Returning to the listing, starting two compounds before the break.
SMILES	ER stress surv
CN(C)C(=O)c1ccc(Br)cc1	8.5
CC(=O)N/C(=N\c1nc(C)cc(C)n1)Nc1ccc(Cl)cc1Cl	3.1
COC(=O)c1ccc(N2C(=O)CC(NCc3ccccc3)C2=O)cc1 (stereo unspecified)	-2.3
COc1cc(/C=C/c2[nH]c(=O)[nH]c(=O)c2[N+](=O)[O-])cc(Br)c1OCc1ccccc1	7.3
C/C(=N/NC(=O)C1C(=O)NCC1c1ccccc1)c1ccc2c(c1)CCCC2 (stereo unspecified)	-3.9
O=C(Nc1ccc(N2CCOCC2)cc1)c1cc2ccccc2o1	-2.3
CCOc1cc(C(=O)NCCc2ccccc2)cc(OCC)c1OCC	6.4
CCOC(=O)C1CCN(S(=O)(=O)c2cc(Cl)ccc2Cl)CC1	9.6
O=C(CN(c1cccc(Br)c1)S(=O)(=O)c1ccccc1)NCCc1ccccc1	13.7
CS(=O)(=O)N1CCN(C(=O)COc2ccc(Cl)cc2)CC1	-5.1
O=c1oc(-c2cccs2)nc2cc([N+](=O)[O-])ccc12	-0.9
CC(=O)Nc1cccc(C(=O)Nc2ccccc2C(=O)O)c1	-2.7
NS(=O)(=O)c1ccc(CNC(=O)Cc2ccccc2[N+](=O)[O-])cc1	-1.6
C/C(=N\Nc1cc(-c2ccccc2)nc(C)n1)c1ccc(N)cc1	-15.1
CCn1c2c(c3cc(F)ccc31)CCCC2=O	6.7
O=C(N/N=C/c1ccc([N+](=O)[O-])cc1)c1cc(C23CC4CC(CC(C4)C2)C3)[nH]n1	7.2
COC(=O)C1=C(C)N(c2ccc(C)cc2)C(=O)/C1=C\c1ccc2c(c1)OCO2	3.3
COc1ccc(-c2ccc(/C=C/C(=O)O)o2)cc1	0.3
COc1ccccc1CNC(=O)C1CC(=O)N(c2ccc(C)cc2)C1 (stereo unspecified)	4.5
CSc1ccc(S(=O)(=O)N(CC(=O)N2CCC(C)CC2)c2ccc(C)cc2)cc1	0.8
COc1cccc(/C=C(\C#N)c2nc3ccc(C)cc3[nH]2)c1O	4.6
Fc1ccc(-c2nnn(Cc3nn[nH]n3)n2)cc1	5.4
O=C(Nc1cccc(C(F)(F)F)c1)C1C2CC/C=C\CCC21 (stereo unspecified)	-3.2
NC(=O)c1cc(NC(=O)c2cc3ccccc3cc2O)cc(C(N)=O)c1	-1.6
CCCOc1ccc(Cc2c(O)[nH]c(=S)[nH]c2=O)cc1C	-0.4
CCn1ccnc1C(O)c1cccc(OC)c1 (stereo unspecified)	5.5
COc1ccc(/C=C/C(=O)Nc2ccccc2C(F)(F)F)cc1OC	7.5
Cc1ccc(OCC(=O)N=Nc2c(O)[nH]c3ccc(Br)cc23)cc1	-10.7
COC(=O)C1=C(C)N(C)C(C)=C(C(=O)OC)C1c1ccccc1C	3.2
O=C(O)CCN1C(=O)/C(=C/c2ccc(-c3ccccc3[N+](=O)[O-])o2)SC1=S	12.2
COc1cc(NC(=O)c2ccccc2[N+](=O)[O-])ccc1NC(=O)c1cc2ccccc2o1	15.3
O=C(COc1ccccc1O)NCCN1CCOCC1	6.5
CCOc1cc(/C=N\N2CCN(c3ccccc3)CC2)ccc1O	5.8
Cc1c(C#N)c(=O)ncn1Cc1ccccc1	1.6
NC(=O)c1c(NC(=O)COc2ccc(Cl)cc2)sc2c1CCCC2	4.5
COCCOC(=O)C1=C(C)NC2=C(C(=O)CC(C)(C)C2)C1c1ccc(Cl)cc1Cl (stereo unspecified)	3.1
S=c1[nH]nc(-c2ccccc2)n1Cc1ccccc1	8.2
Cc1cccc(C)c1OC(=O)c1ccc([N+](=O)[O-])cc1Cl	10.3
O=C(N=Nc1c(O)n(Cc2ccccc2)c2ccccc12)c1ccccc1O	0.0
NC(=O)c1cccc(NC(=O)c2ccccc2I)c1	-2.9
COC(=O)C(NC(=O)COc1ccc(Cl)cc1Cl)C(C)C (stereo unspecified)	4.4
Cc1cccc(OCCN2CCOCC2)c1	2.4

Pulled by compound from the entries so far:
SMILES	ER stress surv
Cc1ccc(N2C(=O)CC(N3CCN(c4ccccn4)CC3)C2=O)cc1 (stereo unspecified)	-0.4
C=CCNC(=O)C(NC(=O)c1ccccc1)=C1CCCCC1	4.1
CCOC(=O)CC(=O)Nc1ccc(C(=O)OC)cc1	12.0
O=C1NC(=Nc2ccccc2)S/C1=C/c1ccc(O)cc1	-5.4
Cc1cc(C)nc(/N=C(/N)Nc2ccc(-c3ccccc3)cc2)n1	-3.6

Continuation.
SMILES	ER stress surv
CCOC(=O)c1c(C)[nH]c(/C=N/O)c1O	7.3
COc1ccc(-c2csc(/C(C#N)=C\c3cc(OC)ccc3OC)n2)cc1	11.4
COc1ccc(/C=C/C(=O)Nc2ccc3c(c2)oc2ccccc23)cc1	-4.2
COC(=O)c1ccccc1NC(=O)c1cc2ccccc2o1	7.5
COc1ccc(CCNc2cc(N3CCN(S(=O)(=O)N(C)C)CC3)ccc2[N+](=O)[O-])cc1OC	-1.4
Fc1cccc(Cl)c1-c1nnc2ccc3ccccc3n12	14.4
COc1ccc(OC)c(C2/C(=C(\O)c3ccc([N+](=O)[O-])cc3)C(=O)C(=O)N2CCCCCC(=O)O)c1 (stereo unspecified)	-5.4
O=C(NCCC1=CCCCC1)c1cccc([N+](=O)[O-])c1	4.5
Cc1ccccc1NC(=O)C(=O)NCc1cccnc1	-1.2
Cc1ccc(-c2cc3nc(C)c(Cl)c(C)n3n2)cc1	-8.2
Cc1ccc(S(=O)(=O)n2c(C)nc3ccccc32)cc1	2.6
O=C(O)C1CC=CCC1C(=O)Nc1ccc(-c2ccccc2)cc1 (stereo unspecified)	4.8
O=C(Nc1ccccc1-c1ccccc1)c1cccc(I)c1	-2.1
Cc1ccc(C(=O)N/C(=C\c2sccc2C)C(=O)NCC(C)C)cc1	1.8
CCOc1ccc(N=Nc2c(C)[nH]n(-c3nc(-c4ccccc4)cs3)c2=O)cc1	-1.1
N#Cc1c(N2CCCCC2)ncc2cc3ccccc3nc12	-3.0
CC(C)=C1C(=O)NN(c2cccc(Br)c2)C1=O	5.0
CCOC(=O)c1c(N2C(=O)CC(Sc3ccccc3C(=O)O)C2=O)sc2c1CCCC2 (stereo unspecified)	0.1
CC1=[N+]([O-])C(C)(C)C(c2cccs2)=[N+]1[O-]	0.7
COC(=O)c1ccc(COc2cc3oc(=O)c4c(c3cc2Cl)CCCC4)cc1	1.9
O=[N+]([O-])c1cccc(S(=O)(=O)Nc2ccccc2-c2ccccc2)c1	-4.0
CN(C)c1ccc(CNC(=O)C(O)(c2ccccc2)c2ccccc2)cc1	1.7
CCN(CC)CCSc1nc(O)c(CCC(C)C)c(=O)[nH]1	10.2
Cc1ccc(OCCCCn2ccnc2)cc1C	15.5
CCOc1cc(/C=C2\N=C(c3ccccc3)OC2=O)ccc1OCc1c(C)no[n+]1[O-]	2.0
N#CCCn1cc(C=O)c(-c2ccc(-c3ccccc3)cc2)n1	-5.5
COC(=O)C1=C(C(=O)OC)SC(=C2C(=S)C(C)(C)N(C(=O)c3cccc(F)c3)c3c(C)cccc32)S1	0.1
C/C=C/COC(=O)C1=C(C)NC(=O)NC1c1ccc(Cl)cc1Cl (stereo unspecified)	7.5
Cc1cccc(N=C2NC(=O)/C(=C3/C(=O)N(C)c4ccccc43)S2)c1C	7.9
Cc1c(NC(=O)c2cc3cc([N+](=O)[O-])ccc3oc2=O)c(=O)n(-c2ccccc2)n1C	12.0
COc1ccccc1N1C(=O)c2ccc(OC)c(OC)c2C1=O	6.5
O=C(NC(NC(=S)Nc1cc(Cl)ccc1Cl)C(Cl)(Cl)Cl)c1ccccc1Cl (stereo unspecified)	2.6
CC(NC(=O)CN(c1ccc(Br)cc1)S(C)(=O)=O)c1ccccc1 (stereo unspecified)	4.1
COc1cccc(/C=C2\SC(=S)N(NC(=O)c3cccnc3)C2=O)c1	-3.6
O=C1C2C(C(=O)N1/N=C/c1ccco1)C1C=CC2C12CC2 (stereo unspecified)	8.6
COc1cc2c(cc1OC)C1=CC(=O)C(=O)N1C(C)(C)C2	0.2
COc1cc(Cl)c(NC(=O)c2cc3ccccc3cc2O)c(OC)c1	7.4
CC(C)=CCCC1=CCC2(C)C(=O)NNC(=O)C2C1 (stereo unspecified)	9.1
Cc1ccc(/C=C/C(=O)Nc2nc(-c3ccccc3)cs2)cc1	3.2
Cc1ccc(N2C(=O)CC(N3CCN(c4ccc(Cl)cc4)CC3)C2=O)c(C)c1 (stereo unspecified)	2.4
COC(=O)c1cccc(NC(=O)CSCc2ccccc2)c1	5.4
Cc1ccc(C2/C(=C(\O)c3ccccc3)C(=O)C(=O)N2Cc2cccnc2)cc1 (stereo unspecified)	3.9
Cc1cc(C(=O)Nc2ccc(O)c(C(=O)O)c2)c(C)o1	-4.0
CCCc1nnc(NC(=O)CSc2nc3ccccc3s2)s1	-0.1
CCN(CC)C(=O)CN(c1ccc(OC)cc1)S(C)(=O)=O	-3.3
Cc1cccc(OCC(=O)N/N=C\c2ccc(-c3cc([N+](=O)[O-])ccc3Cl)o2)c1C	11.7
Cc1ccc(NCC(O)COc2ccc(OCC(O)CNc3ccc(C)c(C)c3)cc2)cc1C (stereo unspecified)	8.0
C=CCOC(=O)C1=C(C)NC(=O)NC1c1cccc(Oc2ccccc2)c1 (stereo unspecified)	3.2
C=CCN1C(=O)/C(=C\c2cc(Br)c(O)c(OCC)c2)C(=O)NC1=S	0.0
Fc1ccc(OCCOc2ncnc3ccccc23)cc1	4.2

An excerpt, so the mix of outcomes need not match the whole.
